# GalR3 antag – human GalR3 antagonism | HEK293 GalR3-CNG cAMP membrane potential fluorescence; galR3 body fused to GalR1 C-terminus | AID 651719 | O60755 | inhibition, % at 3 µM | hit rate 0.44% among 360,000;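 active = inhibition above the screen-wide average plus 3 SD, cut at about 13% in these data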;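 also: forskolin and galanin both at EC90 stimulate the cells; cAMP rise reported by CNG channel membrane potential dye signal; 0% = forskolin plus galanin with DMSO and 100% = forskolin alone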
# Target sequence (O60755 1-299 limits assumed): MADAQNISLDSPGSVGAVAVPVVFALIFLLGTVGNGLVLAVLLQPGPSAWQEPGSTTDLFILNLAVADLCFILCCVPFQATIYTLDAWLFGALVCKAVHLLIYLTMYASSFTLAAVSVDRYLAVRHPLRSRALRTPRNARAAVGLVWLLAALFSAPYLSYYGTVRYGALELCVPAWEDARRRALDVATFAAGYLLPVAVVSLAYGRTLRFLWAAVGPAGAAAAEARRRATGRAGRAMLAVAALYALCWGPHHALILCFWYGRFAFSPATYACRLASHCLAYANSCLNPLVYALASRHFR
# OXTR ag – agonists of human oxytocin receptor. hit rate 0.32% among 320,000. CHO-OTR cells, Fluo-8 calcium fluorescence; normalized: DMSO 0%, oxytocin 100%. P30559. activation, % at 3 µM;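 active = activation above the mean of all tested compounds plus 3 SD, cutoff set per screening run, cut at about 20% in these data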;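 also: peak over basal fluorescence ratio from a 100 s FLIPR kinetic read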
# PHOSPHO1 inh – blocks human PHOSPHO1 phosphatase activity | Q8TCT1 | recombinant PHOSPHO1, absorbance phosphatase assay | inhibition, % at 13.3 µM | hit rate 1.1% among 290,000 | AID 1565; in the data active = inhibition above about 60%
# MEKK3 PB1 HTS – raises or lowers MEK5 binding to the human MEKK3 PB1 domain | Q99759 | bead-based flow cytometry, Alexa488-MEK5 binding to MEKK3; actives lie on both sides; 0 = blocked by unlabeled MEK5, 100 = vehicle | binding response (% of control), % at 10 µM | hit rate 1.4% among 290,000 | AID 1529;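 active = binding response more than 3 SD above or below the average of its plate-row segment, actives on both sides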;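 also: Alexa488 bead fluorescence after subtracting the streptavidin-only scavenger bead signal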
# Target sequence (Q99759 whole entry, looked up, the tested form may be a part): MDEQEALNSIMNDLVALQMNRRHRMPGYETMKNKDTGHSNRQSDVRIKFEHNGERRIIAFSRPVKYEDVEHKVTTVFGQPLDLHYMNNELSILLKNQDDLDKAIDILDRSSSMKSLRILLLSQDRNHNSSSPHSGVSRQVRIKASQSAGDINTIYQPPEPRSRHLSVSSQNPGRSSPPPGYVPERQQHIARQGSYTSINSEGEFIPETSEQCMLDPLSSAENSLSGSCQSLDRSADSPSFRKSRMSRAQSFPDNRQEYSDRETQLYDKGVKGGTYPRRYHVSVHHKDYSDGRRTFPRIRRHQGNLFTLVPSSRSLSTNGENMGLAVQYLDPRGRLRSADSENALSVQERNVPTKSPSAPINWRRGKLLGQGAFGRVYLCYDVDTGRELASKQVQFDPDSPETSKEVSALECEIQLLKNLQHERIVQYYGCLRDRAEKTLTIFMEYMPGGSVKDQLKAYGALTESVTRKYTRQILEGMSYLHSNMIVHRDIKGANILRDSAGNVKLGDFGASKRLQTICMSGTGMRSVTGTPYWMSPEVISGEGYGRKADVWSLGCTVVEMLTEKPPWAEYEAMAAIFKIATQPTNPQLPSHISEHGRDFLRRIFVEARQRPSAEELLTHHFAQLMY
# MEKK2 mut-MEK5 – signal of MEK5 binding to mutant human MEKK2 PB1 domain; bead flow cytometry, Alexa488-MEK5 binding to MEKK2 mutant; percent response, % at 10 µM; hit rate 0.35% among 290,000; in the data active = percent response above about 24%, passing the limit was not always enough; also: inactives centre near 1; some results filed as inactive read as strong as hits; reference of the scale not given here
# MEKK2wt PB1 HTS – raises or lowers MEK5 binding to wildtype human MEKK2 PB1 domain | binding response (% of control), % at 10 µM | Q9Y2U5 | hit rate 1.1% among 290,000 | AID 1531 | bead flow cytometry, Alexa488-MEK5 binding to MEKK2 WT; actives lie on both sides; in the data active = binding response below about 67% or above about 130%
# GPR7 antagonist – antagonists of human GPR7 (neuropeptides B/W receptor 1). GPR7-expressing cells, fluorescence antagonist assay. hit rate 1.1% among 290,000. P48145. AID 1861. inhibition, % at 4.4 µM; in the data active = inhibition above about 16%, passing the limit was not always enough;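 also: cells stimulated with the agonist NPW; 0% = agonist with vehicle and 100% = vehicle without agonist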
# V1R ag counter – V1a receptor agonism, counter-screen for OXTR agonists; hit rate 0.25% among 320,000; P37288; AID 2797; activation, % at 3 µM; CHO-V1R cells, Fluo-8 calcium fluorescence, agonist mode; 0% DMSO, 100% 3 nM vasopressin;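 active = activation above the mean activation of all tested compounds plus 3 SD, per screening run, cut at about 20% in these data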;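 also: signal is peak over basal fluorescence ratio across a 100 second FLIPR read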
# NALP1 yeast inh – blocks the NALP1 inflammasome reconstituted in yeast | inhibition, % at 10 µM | AID 2071 | hit rate 0.61% among 280,000 | S. cerevisiae NALP1/ASC/caspase-1 growth, X-gal OD620, 72 h; in the data active = inhibition mostly above about 24%, no sharp cut-off; inactive = mostly below about 32%; also: some compounds called inactive have numbers as strong as hits
# Active calls of the source: *; / = not tested or not shown.
SMILES,GalR3 antag,OXTR ag,PHOSPHO1 inh,MEKK3 PB1 HTS,MEKK2 mut-MEK5,MEKK2wt PB1 HTS,GPR7 antagonist,V1R ag counter,NALP1 yeast inh
Cc1cc(Cl)ccc1OCc1n[nH]c(=S)n1C1CCCCC1,1,2.2,55,101,2,92,11,6.0,16
Cc1ccc(Nc2nc(Nc3ccc(C)cc3)nc(SC3=NCCS3)n2)cc1,5,-0.5,4,/,/,/,-20,-0.6,1
CN(O)/C=C1\C(=O)Nc2ccccc21,1,-0.1,15,77,-18,82,-6,0.2,1
CCOC(=O)CSc1cc(CS(C)(=O)=O)nc(-c2ccccn2)n1,0,0.0,8,106,-1,98,-7,-0.6,-29
C=CCNC(=S)NNC(=O)c1ccc(OC(C)C)cc1,-5,1.2,72*,95,-2,98,-4,2.0,6
NC(=O)c1c(NC(=O)c2cc3ccccc3o2)sc2c1CCC2,-1,-1.6,-3,108,3,106,-7,-0.8,25
O=C(O)CC(NC(=O)C1CCCCC1)c1cc([N+](=O)[O-])ccc1Cl (configuration not stated),-1,0.7,-19,104,4,104,-3,-0.3,2
CC(=O)c1ccc(N(C(=O)c2csnn2)C(C(=O)NC(C)(C)C)c2cccs2)cc1 (configuration not stated),7,-1.5,18,95,-4,94,-1,-0.4,1
CS(=O)(=O)N(CCc1ccccc1)CC(=O)Nc1ccc(OCc2ccccc2)cc1,-7,1.2,20,94,-3,105,-4,3.5,-3
CCCN(CCC)C(=O)c1ccc2c(=O)n(Cc3ccco3)c(=S)[nH]c2c1,-4,0.2,42,98,-1,101,-7,1.8,11
Cc1ccc(CCNC(=O)CCNS(=O)(=O)c2ccc3c(c2)oc(=O)n3C)cc1,0,0.1,-34,103,3,103,-9,0.3,9
O=S(=O)(NCC1CCCO1)c1ccccc1F (configuration not stated),-3,0.8,27,104,0,105,-11,-0.2,5
O=C(C1CCCN(S(=O)(=O)c2ccccc2)C1)N1CCCc2ccccc21 (configuration not stated),-1,0.8,1,101,1,94,2,2.5,16
Cc1cc(NC(=O)Cn2nc(C(F)(F)F)c3c2CCC3)n(-c2ccccc2)n1,-6,5.1,-20,104,-2,94,-4,1.4,9
COc1ccc(-c2noc(-c3ccccc3-c3ccccc3)n2)cc1OC,-6,-0.4,-14,/,/,/,-8,0.4,27
O=C(/C=C/c1ccccc1)NC1CCCc2ccccc21 (configuration not stated),/,-2.1,28,97,-13,91,4,-1.9,17
CC(C)CCC1=NN(C(=O)c2ccco2)C(O)(C(F)(F)F)C1 (configuration not stated),-4,-0.7,20,100,-6,93,-8,-1.9,11
CC(C)(C)C(=O)Cn1ncc(N2CCCC2)c(Br)c1=O,0,0.1,-23,96,-1,95,-5,0.9,-11
CCOC(=O)C(=O)NCC(c1cccs1)S(=O)(=O)c1ccc(Cl)cc1 (configuration not stated),-8,1.4,32,97,-9,99,6,-0.2,20
COc1cc(CNn2cnnc2)ccc1OCC(=O)NC(C)(C)C,-2,0.7,7,94,-1,102,-11,0.8,-7
Cc1nc(-c2ccc(S(=O)(=O)N3CCOCC3)cc2)cs1,-5,-0.1,33,99,1,103,27*,1.7,-2
C=CCNC(=O)CSc1nc2ccccc2c(=O)n1CCc1ccc(OC)c(OC)c1,-9,/,14,105,6,112,-12,/,14
O=C(NC1CC1)C1=C[C@H](c2csc3ccccc23)C[C@H](OCCCCO)O1,-3,-2.6,26,98,-8,104,-10,-1.3,2
O=C(c1ccccc1)c1cc(Cl)ccc1N1C(=O)C=CC1=O,1,/,58,102,1,100,-6,/,-2
CC(C)CCn1c(CN2CC(C)OC(C)C2)nc2c1c(=O)n(C)c(=O)n2C (configuration not stated),/,-0.4,23,102,-5,98,-2,1.0,3
O=C(CSc1nc2ccccc2o1)Nc1nncs1,-3,0.7,16,98,4,104,10,1.6,-14
CSc1ncc(C(C)=O)c(C)n1,-7,-0.8,22,106,-4,100,-11,-0.1,-2
Cn1c(CNC(=O)c2ccco2)nnc1SCC(=O)Nc1cccc(Br)c1,-2,-0.2,93*,97,3,99,-4,-0.1,5
CCC(C)S(=O)(=O)c1snnc1C (configuration not stated),-2,0.3,0,97,2,99,-3,1.1,2
Cc1c(Cl)cccc1-n1ccnc1SCC(=O)O,-7,0.5,37,110,4,110,-3,1.0,27

# Laid out differently: 3 of the compounds above.
Compound | GalR3 antag | OXTR ag | PHOSPHO1 inh | MEKK3 PB1 HTS | MEKK2 mut-MEK5 | MEKK2wt PB1 HTS | GPR7 antagonist | V1R ag counter | NALP1 yeast inh
CN(O)/C=C1\C(=O)Nc2ccccc21 | 1 | -0.1 | 15 | 77 | -18 | 82 | -6 | 0.2 | 1
CCOC(=O)CSc1cc(CS(C)(=O)=O)nc(-c2ccccn2)n1 | 0 | 0.0 | 8 | 106 | -1 | 98 | -7 | -0.6 | -29
C=CCNC(=S)NNC(=O)c1ccc(OC(C)C)cc1 | -5 | 1.2 | 72* | 95 | -2 | 98 | -4 | 2.0 | 6

# (continued)
SMILES,GalR3 antag,OXTR ag,PHOSPHO1 inh,MEKK3 PB1 HTS,MEKK2 mut-MEK5,MEKK2wt PB1 HTS,GPR7 antagonist,V1R ag counter,NALP1 yeast inh
Cc1cc(C)cc(Oc2nc3ccccn3c(=O)c2/C=C(\C#N)C(=O)NC2CCS(=O)(=O)C2)c1 (configuration not stated),-7,0.4,51,101,-3,101,-4,-0.5,/
COc1ccc(OCC(=O)C2CC2)c(C#N)c1,-5,-2.7,14,87,-8,90,-14,-0.1,/
Cc1cc(NC(=O)c2cnccn2)no1,-11,/,17,76,-10,75,-2,/,9
Cc1ccc(-c2ccnc(-c3ccc(O)cc3)n2)cc1,-4,-2.1,40,73,-13,69,8,0.0,17
O=c1c2ccccc2nc(-c2ccc(Br)cc2)n1Cc1ccccc1,-6,-1.8,20,96,-7,97,-8,0.2,-1
CCCCC(=O)NC(=S)Nc1cc(C(=O)O)ccc1OC,-5,-0.2,39,111,-1,107,-4,1.3,-2
COc1cc(CN2CCN(C(=O)CC(C)C)CC2)c([N+](=O)[O-])cc1OC,-6,0.5,/,105,10,109,-23,0.9,-22
COc1ccccc1C1C([N+](=O)[O-])=CC([N+](=O)[O-])=CN1C (configuration not stated),-7,4.1,0,102,0,100,-8,4.0,22
O=C(CCC(=O)OCc1ccc(C(=O)Oc2ccc(Cl)cc2)cc1)Nc1ccccc1,-1,1.9,13,99,24,97,-5,1.6,20
Cc1cc(C(=O)N2CCN(c3ccccn3)CC2)c(C)o1,-5,-0.5,-18,96,2,101,5,0.3,7

# The closing two entries of the section before are carried over, then new ones follow:
SMILES,GalR3 antag,OXTR ag,PHOSPHO1 inh,MEKK3 PB1 HTS,MEKK2 mut-MEK5,MEKK2wt PB1 HTS,GPR7 antagonist,V1R ag counter,NALP1 yeast inh
O=C(CCC(=O)OCc1ccc(C(=O)Oc2ccc(Cl)cc2)cc1)Nc1ccccc1,-1,1.9,13,99,24,97,-5,1.6,20
Cc1cc(C(=O)N2CCN(c3ccccn3)CC2)c(C)o1,-5,-0.5,-18,96,2,101,5,0.3,7
Cc1nn(C(C)(C)C)c(OC(=O)c2cccs2)c1S(=O)(=O)c1ccccc1,-3,-1.0,14,99,1,98,-4,-0.5,5
COCC(=O)N1CCC(Oc2ccc(C(=O)NCCCC3CCCC3)cc2)CC1,-3,/,42,99,3,100,2,/,0
CCCCSc1cc(C)nc2ncnn12,0,-0.1,12,110,7,99,14,1.2,7
CCn1cc(-c2ccnc3cc(C(=O)O)nn23)c(C)n1,-4,0.1,20,94,-2,97,-10,1.0,14
O=C(CNC(=O)c1ccc(Br)cc1)NC1=NCCS1,-10,-0.5,30,93,-12,94,-5,0.0,16
CC(=O)N1CC=CC1(C)C(=O)O (configuration not stated),-7,0.4,11,83,-3,102,-2,0.8,19
COc1ccc(NC(=O)C2C3CCC(O3)C2C(=O)O)cc1OC (configuration not stated),-11,0.2,-60,98,-1,99,-10,0.6,-3
O=C(c1ccc(Cl)cc1Cl)N1CCc2ccccc21,-9,-0.6,25,99,2,103,-5,-1.5,10
O=C(Cc1cccs1)N(Cc1cccs1)C1(C(=O)NC2CCCCC2)CCCCC1,-8,0.4,8,99,-3,100,43*,-1.2,-4
CCCCC1=CC2=C(c3ccco3)C(=O)C(C)(OC(=O)c3ccc(OC)cc3)C(=O)C2=CN1c1ccccc1 (configuration not stated),/,-0.1,-13,98,4,93,/,0.1,/
CCSc1nnc(CNC(=O)C23CC4CC(CC(C4)C2)C3)n1Cc1ccccc1,-3,-1.7,-67,106,20,120,-3,-0.8,6
CC(=O)Nc1ccc(NC(=O)CSc2nnc(C)c(=O)[nH]2)cc1,-4,0.4,-7,99,-4,97,6,0.5,3
O=C(NCc1ccccc1)NS(=O)(=O)c1ccccc1Cl,-7,0.1,7,86,-10,86,-5,0.6,21
Cc1cnc(C(=O)NCCc2ccc(Cl)cc2)cn1,-3,/,12,97,-3,95,1,/,19
CCOC(=O)C(C(=O)OCC)[C@@H]1CS(=O)(=O)C[C@H]1C(C(=O)OCC)C(=O)OCC,1,0.1,15,103,-4,102,2,0.3,11
CC(NC(=O)c1ccco1)C(=O)Nc1nc(-c2ccccn2)cs1 (configuration not stated),-3,0.8,9,97,-1,96,2,0.2,-18
CC(=O)Nc1ccc(NS(C)(=O)=O)cc1,-3,-0.5,9,108,2,110,-6,0.3,-4
CCc1cc2c(SCc3nc4sc(C(C)=O)c(C)c4c(=O)[nH]3)ncnc2s1,-3,-0.4,-23,103,2,100,-6,1.6,7
COc1ccc([C@H]2C=C(C(=O)O)O[C@@H](OCc3ccc(CO)cc3)C2)cc1,-2,-0.2,39,100,2,100,/,-0.4,/
O=C(c1cc2n(n1)C(C(F)(F)F)CC(c1ccc(Cl)cc1)N2)N1CCCC1 (configuration not stated),-2,-0.4,-7,99,1,104,9,0.4,23
CCOC(=O)C(C)Oc1ccc(NC(=O)C(Cl)Cl)cc1 (configuration not stated),-1,-1.5,36,103,0,98,-14,-0.7,/
Cc1ccccc1OC(=O)c1cccnc1,-5,/,29,103,4,104,-11,/,-1

# 4 compounds from above, ordered by the number in GPR7 antagonist, low to high.
smiles	GalR3 antag	PHOSPHO1 inh	MEKK3 PB1 HTS	MEKK2 mut-MEK5	MEKK2wt PB1 HTS	GPR7 antagonist	NALP1 yeast inh
O=C(NCc1ccccc1)NS(=O)(=O)c1ccccc1Cl	-7	7	86	-10	86	-5	21
Cc1cnc(C(=O)NCCc2ccc(Cl)cc2)cn1	-3	12	97	-3	95	1	19
CC(=O)Nc1ccc(NC(=O)CSc2nnc(C)c(=O)[nH]2)cc1	-4	-7	99	-4	97	6	3
O=C(c1cc2n(n1)C(C(F)(F)F)CC(c1ccc(Cl)cc1)N2)N1CCCC1 (configuration not stated)	-2	-7	99	1	104	9	23

# Bioassay records as filed in PubChem BioAssay.
